Myeloid diff MLP: induction of myeloid progenitor differentiation, primary screen, cell-based, flow cytometry, MLPCN library; calls only at 10 µM; AID 624256, 2012; 1% of 360,000 active; ER-HoxA9 myeloid progenitors, lysozyme-GFP differentiation;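 active = normalized GFP-positive differentiation at or above the plate's own cutoff, the solvent-only control mean plus 3 SD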;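 note: cells exposed to compound for four days before flow analysis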
KOR beta-arrestin-1: KOR antagonists, beta-arrestin recruitment, cell-based, luminescence, uHTS (AID 1778); Kappa-type opioid receptor (Homo sapiens); KOR beta-arrestin recruitment, luminescence, antagonist mode; higher % means a stronger effect; inhibition, % at 10 µM; hits with a dose series show IC50 in µM; 0.091% of 290,000 active; note: strong numbers were not always called active
Salmonella PhoP GFP: inhibitors of PhoP regulon expression, primary screen, Salmonella Typhimurium, GFP reporter (AID 1863); 0.16% of 300,000 active; one-dose inhibition, % at 50 µM; IC50 in µM for titrated hits; S. Typhimurium PhoP-regulated promoter GFP reporter, 4 h; higher % means a stronger effect;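 active = inhibition over 29.93%, a cutoff 3 SD above the screen mean, later confirmed by dose response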;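 note: 0% = low Mg2+ inducing control and 100% = high Mg2+ repressing control; strong numbers were not always called active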
Siah-1 displacement: Siah-1 peptide-binding antagonists, primary screen, biochemical, fluorescence polarization, rhodamine-plectin, uHTS (AID 1817) | Siah-1 / rhodamine-plectin peptide fluorescence polarization; higher % means a stronger effect | one-dose displacement, % at 20 µM; IC50 in µM for titrated hits | 0.02% of 290,000 active;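 active = displacement of at least 50% at 20 µM, with a fluorescence ratio check between 0.3 and a set limit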;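 note: plate controls were Siah plus tracer with DMSO for no effect and tracer alone without Siah for full effect; strong numbers were not always called active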
HIV fusion peptide: inhibitors of HIV fusion peptide binding, primary screen, biochemical, uHTS, fluorescence dequenching (AID 1986). inhibition, % at 20 µM, or IC50 in µM where a hit was titrated. cell-free peptide binding, fluorescence dequenching, 30 min; higher % means a stronger effect. 0.3% of 290,000 active; in the data active = inhibition mostly above about 52%, no sharp cut-off; inactive = mostly below about 76%; note: some results filed as inactive read as strong as hits
LYP inhibition: inhibitors of LYP phosphatase, biochemical, fluorescence intensity, uHTS (AID 1779). recombinant LYP phosphatase, fluorescence intensity; higher % means a stronger effect. inhibition, % at 11.5 µM, or IC50 in µM where a hit was titrated. 0.054% of 290,000 active;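 note: plate controls were vehicle with enzyme for no effect and no enzyme for full effect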
HEK293 NOD2/NF-kB: NOD2 signaling inhibitors, cell-based, luminescence, uHTS, HEK293 (AID 1566) | HEK293 NOD2/NF-kB luciferase reporter, luminescence; higher % means a stronger effect | one-dose inhibition, % at 4 µM; EC50 in µM for titrated hits | 0.63% of 290,000 active; note: many of its hits are not listed in these tables
NOD1 inhibition: NOD1 signaling inhibitors, primary screen, cell-based, luminescence, uHTS (AID 1578) | NOD1-driven NF-kB luciferase reporter cells, luminescence; higher % means a stronger effect | 1% of 290,000 active | inhibition, % at 4 µM, or EC50 in µM where a hit was titrated; in the data active = inhibition mostly above about 36%, no sharp cut-off; inactive = mostly below about 34%;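 note: HEK-293T reporter cells stimulated with the NOD1 agonist gamma-tri-DAP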
KOR beta-arrestin-2: KOR agonists, beta-arrestin recruitment, primary screen, cell-based, luminescence, uHTS (AID 1777) | activation, % at 10 µM, or EC50 in µM where a hit was titrated | Kappa-type opioid receptor (Homo sapiens) | KOR beta-arrestin recruitment, luminescence; higher % means a stronger effect | 0.02% of 280,000 active; in the data active = activation above about 50%, passing the limit was not always enough; note: a part of the inactive calls stands beside numbers as strong as those of hits
Myeloid diff MLP GFP+ MAC1+ %: further read-out of Myeloid diff MLP, marked with its call; GFP+ MAC1+ double positive, %; measured here: differentiation confirmed by MAC1 staining
* marks the source's active call; other numbers are inactive results; i = inactive; / = no result given; [ ] = remark or other dose. Cut-off read from the data, not from the text of the source, unless noted: active = inhibition above about 50%; inactive = the rest. An excerpt, so the mix of outcomes need not match the whole.

A first look (three entries):
smiles | Myeloid diff MLP | Myeloid diff MLP GFP+ MAC1+ % | KOR beta-arrestin-1 | Salmonella PhoP GFP | Siah-1 displacement | HIV fusion peptide | LYP inhibition | HEK293 NOD2/NF-kB | NOD1 inhibition | KOR beta-arrestin-2
O=C(COC(=O)c1ccc2c(c1)OCCO2)Nc1cc(Cl)ccc1Cl | i | 0.7 | 6% | -9% | -4% | -2.0% | -9% | 0% | 0% | -1.8%
COC1=Cc2c(ccc3ccc(=O)oc23)OC1(C)C | i | 0.5 | -98% | 5% | -3% | -1.0% | 2% | 8% | 13% | 4.0%
CSCCC1(C(=O)O)NC(c2ccccc2O)C2C(=O)N(C(C)C)C(=O)C21 (stereo not given) | i | 1.4 | -1% | 4% | -2% | -4.9% | -10% | -4% | 8% | -3.7%

The list itself, previewed entries included:
smiles | Myeloid diff MLP | Myeloid diff MLP GFP+ MAC1+ % | KOR beta-arrestin-1 | Salmonella PhoP GFP | Siah-1 displacement | HIV fusion peptide | LYP inhibition | HEK293 NOD2/NF-kB | NOD1 inhibition | KOR beta-arrestin-2
O=C(COC(=O)c1ccc2c(c1)OCCO2)Nc1cc(Cl)ccc1Cl | i | 0.7 | 6% | -9% | -4% | -2.0% | -9% | 0% | 0% | -1.8%
COC1=Cc2c(ccc3ccc(=O)oc23)OC1(C)C | i | 0.5 | -98% | 5% | -3% | -1.0% | 2% | 8% | 13% | 4.0%
CSCCC1(C(=O)O)NC(c2ccccc2O)C2C(=O)N(C(C)C)C(=O)C21 (stereo not given) | i | 1.4 | -1% | 4% | -2% | -4.9% | -10% | -4% | 8% | -3.7%
COc1cccc(Oc2cn[nH]c2-c2ccc(OC)cc2O)c1 | i | 0.5 | 14% | 13% | 3% | -0.4% | -5% | 6% | 28% | 5.9%
COc1cc(NC(=O)CCc2nnc3ccc(N4CCC(C)CC4)nn23)cc(OC)c1 | i | 2.1 | 0% | -11% | -4% | -3.2% | -11% | -2% | 22% | -7.6%
COC(=O)c1[nH]c2ccc(C)cc2c1NC(=O)CN1CCN(C(=O)c2ccccc2)CC1 | i | 0.3 | -4% | 4% | -1% | 0.5% | -5% | -8% | -36% | -6.8%
CCOC(=O)c1nnn(-c2nonc2N)c1CS(=O)(=O)c1ccccc1 | i | 1.4 | 23% | -5% | -8% | -0.1% | -10% | 20% | 10% | -2.4%
COCCn1c(=O)[nH]c2cc(C(=O)NCCN3CCN(c4ccccc4)CC3)ccc2c1=O | i | 0.4 | -9% | -13% | 4% | 1.0% | -4% | 0% | -18% | 1.7%
Cc1ccc(S(=O)(=O)N2CCN(CC(=O)N/N=C\c3ccccn3)CC2)cc1 | i | 1.1 | 2% | -6% | -5% | -0.9% | -7% | 21% | -1% | 2.9%
CCOc1ccccc1NC(=O)CS(=O)(=O)c1cn(CC(=O)N2CCOCC2)c2ccccc12 | i | 1.0 | 3% | -4% | 1% | -1.7% | -10% | 8% | 2% | 5.1%
COc1cc(C)ccc1OCCOCCOc1c(C)cc(C)cc1Br | i | 0.0 | 12% | 3% | 27% | -0.6% | -2% | 25% | 11% | -0.4%
Cc1ccc(N2CC(C(=O)Nc3cccc(F)c3)CC2=O)cc1 (stereo not given) | i | 6.7 | 18% | -4% | 4% | 13% | -5% | 2% | -14% | -1.6%
COc1cc(C(=O)OCC(=O)Nc2cc(C)on2)cc(OC)c1OC | i | 6.7 | -10% | -13% | 4% | -0.2% | -6% | 7% | 14% | 0.7%
CCOCCCN(Cc1ccco1)C(=O)c1cc2c(=O)[nH]c3ccc(C)cc3c2s1 | i | 5.6 | -3% | 6% | 1% | -0.3% | -1% | 23% | 2% | 7.0%
CCOc1ccc(NC(=O)C(=O)N/N=C/c2ccccc2F)cc1 | i | 0.2 | -44% | -5% | 0% | -1.0% | -6% | -22% | -67% | 1.9%
Cn1cc([N+](=O)[O-])c(C(=O)Nc2ccc3nc(-c4ccccc4)[nH]c3c2)n1 | i | 0.4 | 13% | -8% | 3% | 0.8% | -7% | -10% | -26% | 5.6%
CCc1nnc(N/N=C/c2ccc(-c3ccc([N+](=O)[O-])cc3)o2)n1N | i | 0.4 | -26% | -14% | 2% | -3.1% | -2% | 16% | 11% | 3.6%
CCOC(=O)c1oc2nc(C(C)C)c3c(c2c1N)CCC3 | i | 0.7 | -13% | -4% | 2% | 0.9% | -8% | 2% | -8% | 0.8%
COc1ccc([N+](=O)[O-])cc1N(CC(O)CN(CC(C)C)CC(C)C)S(=O)(=O)c1ccccc1 (stereo not given) | i | 1.2 | -2% | 4% | -2% | -3.1% | -5% | -16% | / | -2.4%
CCOC(=O)CNC(=O)CN1CCCN(S(=O)(=O)c2ccc(Br)s2)CC1 | i | 1.6 | -27% | 2% | 2% | -3.5% | -3% | 7% | 19% | 3.2%
Cc1cc(-c2nc(C)c(C(=O)NNS(=O)(=O)c3ccc(Cl)cc3Cl)s2)no1 | i | 0.5 | 11% | 3% | -1% | 1.8% | -3% | -22% | -12% | -3.4%
Cc1ccccc1-c1nnc(SCC(=O)Nc2ccc(Cl)cc2)n1N | i | 2.0 | 6% | -10% | -1% | -1.3% | -8% | 1% | 13% | -3.8%
Nc1nc(SCC(=O)Nc2cc(C(F)(F)F)ccc2Cl)[nH]c(=O)c1NC(=O)c1ccco1 | i | 1.0 | 20% | 11% | -3% | -0.7% | -6% | 12% | 11% | -3.3%
COCCn1c(CCC(=O)O)ccc1-c1cccs1 | i | 0.5 | -7% | 3% | 7% | 2.5% | -2% | 16% | -11% | -3.5%
Cn1cccc1/C=N/n1c(-c2ccco2)n[nH]c1=S | i | 0.0 | -60%[20 µM] | -2% | 4% | -0.8% | 4% | 7% | -27% | 0.0%
COC(=O)Nc1nnc(COc2cccc(C)c2)s1 | i | 0.5 | -16% | -3% | 7% | 2.8% | -4% | -1% | -12% | 4.4%
O=C1C(=O)c2ccccc2C(O)=C1c1ccccc1F | i | 0.5 | 13% | -1% | 0% | -2.7% | -6% | 10% | -9% | 1.4%
CCC(=O)Nc1c(C)c(CC)nc2ccccc12 | i | 0.7 | -3% | 3% | 2% | -1.6% | -2% | 8% | -18% | -4.8%
COc1ccc(N(CC(=O)Nc2cc(C(=O)O)ccc2C)S(=O)(=O)c2c(C)noc2C)cc1 | i | 0.8 | -23% | -2% | 2% | -0.8% | 0% | 3% | 7% | 4.9%
CCCc1c(C(=O)N/N=C/c2cccs2)nnn1-c1nonc1N | i | 4.3 | 12% | 5% | 18% | -0.6% | -8% | 7% | -45% | 2.3%
Cc1cccc(Oc2ccc(S(=O)(=O)N3CCCCC3)cc2N)c1 | i | 0.4 | -8% | 8% | 6% | -0.5% | 8% | 22% | 22% | 2.3%
O=[N+]([O-])c1ccc(NC(=S)N2CCc3ccccc3C2)cc1 | i | 0.4 | / | -6% | 5% | -2.4% | 2% | -39% | 0% | -1.1%
CS(=O)(=O)N(CC(=O)N1CCc2ccccc2C1)c1cccc([N+](=O)[O-])c1 | i | 0.7 | 4% | -2% | 3% | 0.0% | -8% | 19% | 1% | 0.1%
NS(=O)(=O)c1ccc(NC(=S)N2CCN(c3ccc(Cl)c(Cl)c3)CC2)cc1 | i | 0.5 | -55% | -9% | 8% | -5.0% | -2% | 33% | -4% | 4.8%
COc1ccc2c(c1)CCc1c(C(=O)N3CCCCCC3)noc1-2 | i | 3.9 | 4% | -2% | 3% | 0.6% | -6% | -101% | -103% | 2.7%
O=C(Cn1c(=O)oc2ccccc21)Nc1ccc(F)c(F)c1 | i | 0.6 | -1% | 9% | 5% | -1.0% | -4% | 15% | -5% | -6.2%
O=C1CSC(=Nc2cccc(C(=O)O)c2)N1 | i | 0.6 | -19%[20 µM] | -1% | -2% | -2.1% | -10% | 6% | -17% | /
CCC(C)NC(=O)CCCCCn1c(=O)[nH]c2cc(OC)c(OC)cc2c1=O (stereo not given) | i | 0.5 | -20% | 14% | 1% | 3.3% | -8% | 15% | 1% | 0.4%
CCOc1cc(C(c2c(C)[nH][nH]c2=O)c2c(C)[nH][nH]c2=O)cc([N+](=O)[O-])c1O | i | 1.0 | 22% | -6% | -3% | 0.4% | 2% | 2% | -12% | 0.1%
C/C(N)=C(/C#N)C(=O)CSc1ncnc2ccccc12 | i | 1.2 | 3% | -5% | -2% | 1.6% | -8% | -7% | -4% | 4.8%
Cc1ccc(N2CC(C(=O)OCC(=O)c3ccc(F)cc3)CC2=O)cc1 (stereo not given) | i | 1.7 | -31% | 10% | 10% | 0.3% | -11% | -1% | -39% | -2.2%
C/C(=N/N=C1\SCC(=O)N1c1ccccc1)c1ccc(C)cc1 | i | 0.1 | -42% | -5% | -4% | 0.1% | -4% | -10% | 4% | 1.8%
COc1ccccc1OCCn1cc(/C=N/NC(N)=S)c2ccccc21 | i | 0.7 | 17% | -5% | -4% | -1.9% | 3% | 3% | 0% | 0.2%
Cc1cc(-c2ccccc2)nc2cc(C(=O)NCCCn3ccnc3)nn12 | i | 1.7 | 11% | 4% | -3% | -1.5% | -5% | 16% | -17% | -0.1%
NCC(O)COCCC12CC3CC(CC(C3)C1)C2 (stereo not given) | i | 1.0 | -46% | 2% | 2% | -0.8% | 6% | -6% | 9% | 1.0%
COc1ccc(Cl)cc1N(C)C(=O)CCNC(=O)Cn1cnc2ccccc2c1=O | i | 4.4 | -8% | -4% | -1% | 1.4% | -4% | 21% | -11% | 0.3%
O=C(Nc1cccc(S(=O)(=O)Nc2ccc(Cl)cc2)c1)c1ccc(Cl)nc1 | i | 0.8 | -14% | 17% | 14% | 3.8% | -1% | 46% | 43% | -0.1%
CSc1nc(Oc2ccc(=O)[nH]n2)nc(N(C)C)n1 | i | 0.9 | -32% | -5% | -2% | 0.5% | -8% | -4% | -47% | 24%
O=[N+]([O-])c1cc(S(=O)(=O)Nc2cccc(Cl)c2)ccc1N/N=C/c1ccc(N2CCOCC2)cc1 | i | 0.5 | 35% | 1% | 0% | -5.5% | 3% | -20% | 1% | -1.2%
COc1cc(OC)cc(-c2nc(-c3ccccc3)no2)c1 | i | 0.5 | -19% | 10% | 2% | 1.2% | 0% | -44% | -39% | -1.9%

(cont.)
smiles | Myeloid diff MLP | Myeloid diff MLP GFP+ MAC1+ % | KOR beta-arrestin-1 | Salmonella PhoP GFP | Siah-1 displacement | HIV fusion peptide | LYP inhibition | HEK293 NOD2/NF-kB | NOD1 inhibition | KOR beta-arrestin-2
CCc1nnc(SCC(=O)NC2CCCCC2)nc1CC | i | 0.9 | 15% | 13% | -1% | -0.1% | 1% | 5% | -2% | 0.5%
CCOC(=O)COc1ccc(C(=O)NC2CCCCC2)cc1 | i | 1.9 | -13% | 2% | -5% | -3.3% | -3% | 8% | 14% | -4.7%
O=C(CCC1CCCN(C(=O)CC2=CCCCC2)C1)N1CCN(c2ccccn2)CC1 (stereo not given) | i | 0.0 | 18% | / | 3% | -1.0% | -11% | 26% | 3% | 0.0%
CC1CCc2c(sc(NC(=S)NC(=O)c3ccccc3)c2C#N)C1 (stereo not given) | i | 0.7 | -72% | -7% | -6% | -2.3% | 2% | -24% | 9% | 16%

Compound activity (PubChem)
